High-throughput results: PubChem BioAssay, National Center for Advancing Translational Sciences (NCATS)
EPAC2 antag: antagonists of human EPAC2 | Q8WZA2 | EPAC2 GEF exchange of Rap1B-BODIPY-GDP, fluorescence | Potency, µM (titrated, usually from 114 µM), without a hit: at the top dose activity, negative = inhibition, actives largely listed as inhibitors | 0.18% of 360,000 active | AID 720708; also: potency is read from the fitted curve at half-maximal effect; % is scaled to controls: 0 for no effect and ±100 for the full control effect; nearly all actives have a fitted effect of over 45% in size; many of its hits are not listed in these tables
EPAC2 agonist: EPAC2 (human) agonism | Potency, µM (doses to about 154 µM), for inactives: at the highest dose activation, hits mostly activators | EPAC2 activation, biochemical qHTS; response scale: 100% = 6.5 mM cAMP response | Q8WZA2 | 0.079% of 360,000 active; also: potency is read from the fitted curve at half-maximal effect; nearly all actives have a fitted effect of over 50% in size
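EPAC2 (100 nM) mixed with Rap1B loaded with BODIPY-GDP (250 nM) plus 50 uM unlabeled GDP; compounds pinned in, 5 min RT, then read every 5 min for 30 min (ex 480, em 540 nm). Normalized to cAMP control.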
Mm-Cpn inhibitor: inhibitors of Methanococcus maripaludis chaperonin (MmCpn) | purified Mm-Cpn ATPase, ADP Transcreener TR-FRET | Potency, µM (series often up to 76.9 µM), without a hit: at the highest dose activity, negative = inhibition, usual class: inhibitors | 0.031% of 330,000 active; also: potency is read from the fitted curve at half-maximal effect; % is scaled to controls: 0 for no effect and ±100 for the full control effect; nearly all actives have a fitted effect of over 80% in size
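Eu-cryptate anti-ADP/ADP-d2 competition gives a ratio inversely related to ADP. Enzyme at 25 nM was pre-exposed to compound for 10 min, then given 10 uM ATP for 30 min, 37°C throughout.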
pAkt inh: Akt phosphorylation inhibition | Neuro2A IGF-stimulated pAkt S473 HTRF, 20 min; active compounds read low | activity change, % for hits at 50 µM | 0.32% of 360,000 active | AID 651550; in the data active = activity change below about -80%; inconclusive = mostly about -51% to -80%; also: % is scaled to controls: 0 for no effect and ±100 for the full control effect
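Neuro2A cells in DMEM with 0.5% FBS, overnight at 37 deg C, given compound at single 50 µM final, then IGF (6 nM final) for 20 min at 37 deg C. Lysed; phospho-Akt Ser473 by HTRF after 24 h, 665/615 ratio.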
PTHR1 agonist: agonists of human PTHR1 parathyroid hormone receptor | 0.075% of 410,000 active | Potency, µM (series often up to 115 µM), for inactives: at the highest dose activation, actives largely listed as activators | Q03431 | HEK293 GP2 PTHR1 cells, GloSensor cAMP luminescence, 1 h | AID 743266; also: potency is read from the fitted curve at half-maximal effect; nearly all actives have a fitted effect of over 55% in size; some results filed as inactive show a strong effect at the top dose; inactives centre near -15; many of its hits are not listed in these tables
Target sequence (Q03431 whole entry, looked up): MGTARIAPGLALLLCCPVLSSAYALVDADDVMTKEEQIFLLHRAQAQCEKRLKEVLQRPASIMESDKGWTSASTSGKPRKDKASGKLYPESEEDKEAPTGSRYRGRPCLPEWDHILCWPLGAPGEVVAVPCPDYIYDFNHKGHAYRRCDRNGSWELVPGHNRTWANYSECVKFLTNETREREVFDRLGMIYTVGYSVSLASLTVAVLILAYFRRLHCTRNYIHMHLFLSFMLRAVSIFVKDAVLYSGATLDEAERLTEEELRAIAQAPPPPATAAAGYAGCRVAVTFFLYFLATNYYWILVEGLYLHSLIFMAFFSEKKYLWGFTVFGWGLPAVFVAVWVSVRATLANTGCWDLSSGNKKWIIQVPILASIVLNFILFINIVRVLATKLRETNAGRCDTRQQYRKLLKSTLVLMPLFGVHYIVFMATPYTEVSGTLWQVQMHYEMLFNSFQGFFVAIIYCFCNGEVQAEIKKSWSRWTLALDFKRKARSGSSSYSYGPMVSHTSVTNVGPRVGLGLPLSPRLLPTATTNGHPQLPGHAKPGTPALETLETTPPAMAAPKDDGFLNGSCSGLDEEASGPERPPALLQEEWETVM
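HEK-293-derived GP2 cells expressing PTHR1 and a GloSensor cAMP reporter, 3,000/well, plated overnight, given luciferin plus IBMX (each 0.5 mM as added) for 1 h at 37 °C, then compound for 1 h at 37 °C. Luminescence was read after 15 min at room temperature.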
CCT chaperon mod: changes cytosolic chaperonin activity; purified chaperonin ATPase assay, HTRF ADP detection, 30 min; activity change, % (concentration not given with the values), hits read low; 0.3% of 360,000 active; AID 651819; in the data active = activity change below about -30%; also: % is scaled to controls: 0 for no effect and ±100 for the full control effect
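TRiC (40 or 20 nM final, by batch activity) in 30 mM Tris pH 7.4, 100 mM KCl, 5 mM MgCl2, 1 mM DTT was treated with compound at 76 uM single dose, then 10 uM ATP, 30 min at 37 °C. ADP was read by HTRF Transcreener.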
DRD3 antagonist: blocks the human D3 dopamine receptor | P35462 | D3R cells, DiscoveRx beta-arrestin luminescence, antagonist mode; active compounds read low | max response, negative = inhibition, % | 2.5% of 360,000 active; in the data active = max response below about -50%; inconclusive = no clear call, values can overlap the other calls; also: % is scaled to controls: 0 for no effect and ±100 for the full control effect; mostly tested at two doses, the higher about 12 µM
Target sequence (P35462 whole entry, looked up): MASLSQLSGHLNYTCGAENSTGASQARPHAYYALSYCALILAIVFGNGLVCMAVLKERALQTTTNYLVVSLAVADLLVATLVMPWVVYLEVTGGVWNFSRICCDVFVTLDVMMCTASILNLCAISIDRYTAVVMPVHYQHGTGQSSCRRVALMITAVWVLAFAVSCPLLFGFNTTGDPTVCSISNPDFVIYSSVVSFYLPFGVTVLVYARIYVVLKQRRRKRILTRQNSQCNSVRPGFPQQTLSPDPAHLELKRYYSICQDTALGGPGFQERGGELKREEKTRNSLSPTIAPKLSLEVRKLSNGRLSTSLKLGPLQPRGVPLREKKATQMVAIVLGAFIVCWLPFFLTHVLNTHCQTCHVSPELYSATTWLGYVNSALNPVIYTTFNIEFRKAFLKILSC
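Cells expressing the human receptor were seeded at 1500 cells/well, incubated overnight at 37 degrees C in 5% CO2, then exposed to library compounds with dopamine controls for 90 minutes at 37 degrees C before luminescent detection.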
D3 ag: D3 dopamine receptor (human) agonism | P35462 | D3R DiscoveRx beta-arrestin cells, luminescence, 90 min | max activation, % | 0.58% of 410,000 active; in the data active = max activation above about 30%; also: 0% is about no effect; mostly tested at two doses, the higher about 12 µM
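Cells at 1500/well, incubated overnight, then treated with pinned compounds (dopamine as control) for 90 min at 37 degrees C. DiscoveRx reagent added for 30 - 60 minutes at room temperature; luminescence read.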
* marks the source's active call; other numbers are inactive results; i = inactive; u = inconclusive; x = no result given; & = joins results of further samples; [ ] = dose if it differs, or a comment. Unless noted, calls follow the shape of the dose curve; as a rule, active = well fitted curve in the direction sought with a large enough effect; inconclusive = small, poorly fitted or top-dose-only effect, or another doubt; inactive = no such curve, though single readings can be large; an effect the other way counts as inactive or inconclusive.

molecule,EPAC2 antag,EPAC2 agonist,Mm-Cpn inhibitor,pAkt inh,PTHR1 agonist,CCT chaperon mod,DRD3 antagonist,D3 ag
OC(Cc1cccc(C=NN2CCOCC2)n1)(C(F)(F)F)C(F)(F)F,-16%,-8%,x,i,0%,0.5,11,4
Cc1ccc(OCC(=O)N(Cc2ccc(N(C)C)cc2)C2CCS(=O)(=O)C2)cc1C (stereo not drawn),-23%,7%,2%,i,-14%,-0.8,-16,-5
Cc1cnc([N+](=O)[O-])n1CCOC(=O)NC(=O)c1ccc(C(F)(F)F)cc1,-8%,-4%,-1%,i,i,-4.8,-21,-3
NC(=O)c1cccc(S(=O)(=O)N2CCCCC2)c1,10%,-2%,2%,x,i,-0.4,31,-14
COc1ccc(N2CCN(C(=O)c3ccc(N4C(=O)NC5CC4(C)Oc4ccccc45)cc3)CC2)cc1 (stereo not drawn),-1%,-6%,-1%,i,i,0.5,29,-2
CC(C)(O)C(=O)NNC(=S)Nc1cccc(C(F)(F)F)c1,-1%,6%,0%,i,-27%,-11,-2,3
O=C(O)CSc1ccc2ccccc2n1,-4%,-5%,-8%,i,-3%[57.5 µM],1.4,-10,4
CC(=O)OCC1=C(C(=O)O)N2C(=O)C(NC(=O)c3ccc(COc4cccc(Cl)c4Cl)o3)C2SC1 (stereo not drawn),8%,-8%,1%,i,-7%,-0.5,-16,-9
COCCCNCC(=O)Nc1ccc(OC(F)(F)F)cc1,6%,0%,-2%,i,-21%,1.9,-1,1
COc1ccc(CCN2CN(S(=O)(=O)c3ccccc3)c3nc4ccccc4nc32)cc1,-3%,-5%,0%,i,0%,-0.4,10,-2
CC1(C)Cc2c(cnn2-c2ccc(F)cc2)C(NC(=O)c2ccco2)C1 (stereo not drawn),5%,-5%,0%,i,i,-0.2,-1,0
CC(=O)N(Cc1cccnc1)Cc1cc2ccc(C)cc2[nH]c1=O,10%,3%,-3%,i,-9%[57.5 µM],-0.6,0,-5
CC(C)CCN(C(=O)CNC(=O)c1ccco1)C(C(=O)NC1CCCCC1)c1cccnc1 (stereo not drawn),1%,7%,1%,i,-21%,-0.9,15,6
COc1cc2c(C#N)c(N3CCc4ccccc4C3)nc(N)c2c(N)n1,-9%,16%,-11%,i,-13%,-1.1,-4,2
CC12C=CC3(O1)C(C(=O)N(c1ccccc1)C3C(=O)NC1CCCC1)C2C(N)=O (stereo not drawn),-1%,5%,1%,i,-11%[57.5 µM],-2.3,0,-6
Cn1ccc(NC(=O)c2ccc([N+](=O)[O-])cc2)n1,5%,14%,-2%,i,-5%,0.0,-3,1
O=C(CN1C(=O)NC2(CCCC2)C1=O)NCc1ccco1,0%,-2%,-4%,i,i,-1.6,10,15
OCCn1c(CSc2nc3ccccc3n2CCO)nc2ccccc21,3%,10%,-1%,i,i,-2.0,5,-2
CC(NC(=O)C(=O)NN=C1CCCCCCC1)c1ccccc1 (stereo not drawn),10%,-6%,2%,i,i,-1.3,-21,1
O=c1cc(N2CCCCC2)[nH]c(=O)n1C1CCCCC1,-9%,2%,4%,i,-6%,-0.5,-14,0
Cc1c(C(=O)OCc2nc3ccsc3c(=O)[nH]2)oc2ccccc12,3%,6%,0%,i,-2%,-2.8,-18,1
Cc1cccc(-c2cnc(C(O)c3ccc(Cl)cc3C)[nH]2)c1 (stereo not drawn),-13%,8%,x,i,i,2.6,25,4
COc1ccc(OC)c(CNC(=O)CCCn2ccc3cc(S(=O)(=O)N4CCCC4)ccc32)c1,-7%,16%,0%,i,-91%&-33%[inhibitor],1.1,2,1&2
COc1cc(NC(=O)Cn2nc(-c3ccc(F)cc3)ccc2=O)ccc1-n1cnnn1,-10%,-1%,-1%,i,-22%,1.9,14,-1
Cc1ccc(-c2nc(NCC3CCCO3)sc2C)cc1 (stereo not drawn),-13%,-7%,0%,i,-16%,-1.5,4,-2
O=C(CN1CCN(C(C(=O)Nc2ccc(Cl)cc2C(F)(F)F)c2ccccc2)CC1)NC1CC1 (stereo not drawn),1%,4%,-1%,i,-28%,-1.1,3,-9
COCC(C)n1c(C)cc(C(=O)COC(=O)c2ccc3c(c2)NC(=O)CS3)c1C (stereo not drawn),-9%,12%,-2%,i,-41%[inhibitor],1.9,13,0
CCOc1ccc(S(=O)(=O)N2CCCCC2)cc1NC(=O)Cc1ccc(OC)cc1,-2%,10%,x,i,-23%,-0.8,20,4
COC(=O)CCCC1=CC2=CC(=O)C(C)(OC(=O)c3cccs3)C(=O)C2=CN1CCCOC(C)C (stereo not drawn),12%,-3%,-1%,i,-25%,1.1,-9,1
CCOc1cc(C(=O)Nc2ccc(S(=O)(=O)Nc3cnc4ccccc4n3)cc2)cc(OCC)c1OCC,-17%,1%,x,i,-16%,0.5,1,5

An excerpt from above, reduced to Mm-Cpn inhibitor and pAkt inh.
Compound,Mm-Cpn inhibitor,pAkt inh
CC(=O)OCC1=C(C(=O)O)N2C(=O)C(NC(=O)c3ccc(COc4cccc(Cl)c4Cl)o3)C2SC1 (stereo not drawn),1%,i
COCCCNCC(=O)Nc1ccc(OC(F)(F)F)cc1,-2%,i

Retrieved by structure from the entries so far, 4 records:
molecule,EPAC2 antag,EPAC2 agonist,Mm-Cpn inhibitor,pAkt inh,PTHR1 agonist,CCT chaperon mod,DRD3 antagonist,D3 ag
Cc1cnc([N+](=O)[O-])n1CCOC(=O)NC(=O)c1ccc(C(F)(F)F)cc1,-8%,-4%,-1%,i,i,-4.8,-21,-3
COc1ccc(CCN2CN(S(=O)(=O)c3ccccc3)c3nc4ccccc4nc32)cc1,-3%,-5%,0%,i,0%,-0.4,10,-2
Cn1ccc(NC(=O)c2ccc([N+](=O)[O-])cc2)n1,5%,14%,-2%,i,-5%,0.0,-3,1
CC(C)CCN(C(=O)CNC(=O)c1ccco1)C(C(=O)NC1CCCCC1)c1cccnc1 (stereo not drawn),1%,7%,1%,i,-21%,-0.9,15,6

Continuation:
molecule,EPAC2 antag,EPAC2 agonist,Mm-Cpn inhibitor,pAkt inh,PTHR1 agonist,CCT chaperon mod,DRD3 antagonist,D3 ag
Cc1ccccc1-n1nnnc1SCC(N)=O,-2%,9%,3%,i,-11%,-9.1,0,1
COCCNC(=O)C1CC(c2ccc(F)cc2)=NO1 (stereo not drawn),-12%,10%,-3%,i,u,-4.5,-12,-2
CCc1nnc(NC(=O)CCC(=O)Nc2ccccc2)s1,2%,7%,0%,i,-14%[57.5 µM],-0.1,8,1
Cc1ccnc(NC(=O)COc2ccc(Cl)cc2)n1,4%,0%,1%,i,10%,-3.5,10,-11
CCN(CC)c1ccc(C(=O)Nc2cccc(F)c2)cc1,-6%,14%,-12%,-115%*,-14%[57.5 µM],-0.6,12,0
COc1ccc(NC(=O)c2cc(S(=O)(=O)N3CCOCC3)cs2)cc1,-6%,2%,0%,i,-17%,-0.6,0,10
COc1cccc2c1C(=O)c1c(O)c3c(c(O)c1C2=O)C[C@@](O)(C(=O)CO)C[C@@H]3O[C@H]1C[C@H](N)[C@@H](O)[C@H](C)O1,10%,-1%,x,i,-26%,-0.5,0,-64
Cc1cccc(C)c1OCC(=O)OCC(=O)c1ccc2c(c1)NC(=O)CO2,-6%,4%,3%,i,-24%,-1.1,-17,-3
O=C(/C=C/c1ccccc1)c1ccc2ccccc2c1,-1%,21%,x,i,-92%[inhibitor],-8.4,-51*,-19
O=C(Nc1nc(-c2ccccn2)cs1)c1ccccc1-n1cnnn1,8%,2%,1%,i,i,-2.4,-9,-1
COc1cc(C(=S)N2CCOCC2)cc(OC)c1OC(=O)c1ccccc1Cl,-6%,12%,x,i,-37%[inhibitor],0.9,4,-2
Cc1ccc(-c2csc(NC(=O)c3cc([N+](=O)[O-])ccc3N3CCOCC3)n2)cc1,-10%,5%,-2%,i,-25%,-1.4,-8,4
CC(O)CNc1nc(NCc2ccccc2)c2cnn(C)c2n1 (stereo not drawn),5%,-11%,-1%,i,-8%,1.1,30,3
Cc1ccc(NC(=O)CSc2n[nH]c(-c3ccncc3)n2)cc1C,12%,-2%,1%,i,i,-1.4,-13,2
O=C(NCc1ccc(F)cc1)C1CCN(S(=O)(=O)c2ccc(N3CCCC3=O)cc2)CC1,12%,0%,x,i,-6%,-1.1,12,4
O=C(Nc1ccc(-c2cnco2)cc1)c1ccc(F)cc1F,2%,3%,u,i,i,1.0,15,0
CCOC(=O)c1cccc(NS(=O)(=O)c2cnc[nH]2)c1,-8%,-3%,2%,i,i,0.8,-1,1
Cc1ccc(-c2c(C)n([O-])c3c([n+]2=O)CCCC3)cc1,-4%,-8%,-2%,i,i,1.7,9,1
O=C(NCCc1nc(-c2ccccc2Cl)no1)C1CCCCC1,0%,-3%,x,i,-23%,0.9,3,9
S=C(Nc1ccc(Cl)cc1Cl)N1CCN(c2ccccn2)CC1,1%,12%,0%,i,-26%,-0.8,-1,8
COCCN1CC(CNC(=O)c2cc(COc3ccc(C)c(C)c3)on2)CC1=O (stereo not drawn),2%,1%,0%,i,-18%,-2.2,-10,-7
C(=N\n1cnnc1)/c1cccc(Oc2ccccc2)c1,-3%,4%,1%,i,i,-0.7,20,0
COc1cccc(OCC(=O)NNC(=O)C(=O)Nc2ccc(OC)cc2OC)c1,4%,-1%,-1%,i,i,1.5,1,-2
O=C(NC1CCN(Cc2ccccc2)CC1)c1cccc(OC(F)F)c1,4%,1%,0%,i,i,0.9,-55*,-9
CS(=O)(=O)c1ccc(N)cc1,2%,1%,u,i,i,-7.4,-21,-1
O=[N+]([O-])c1cccc2[nH]ncc12,-3%,10%,x,i,i,-0.3,-14,1

Taken from above:
`S=C(Nc1ccc(Cl)cc1Cl)N1CCN(c2ccccn2)CC1` in PTHR1 agonist reads -26%
`O=C(/C=C/c1ccccc1)c1ccc2ccccc2c1` in EPAC2 agonist reads 21%

Some of the compounds tested (hit frequency here may not be typical).
